# Assay outcomes deposited in PubChem BioAssay by several laboratories.
# IDE inh = human IDE inhibitors in live cells, primary screen, fluorescence polarization, HEK cells, FAbetaB substrate. actives 0.41% (n = 320,000). FAbetaB cleavage. Insulin-degrading enzyme (Homo sapiens), P14735. inhibition, % at 5.59 µM;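 active means percent inhibition above the average of all tested compounds plus 3 SD, set per screening campaign, cut at about 16% in these data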;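 further: IDE supplied by intact live HEK cells; FP after avidin binding of uncleaved biotin substrate so inhibition keeps polarization high; 0% = DMSO wells and 100% = 60 µM reference IDE inhibitor Ii1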
# CRFR2-BP antag = antagonists of CRF-BP/CRF-R2 complex, primary screen, cell-based, HEK293, calcium dye fluorescence, uHTS. CRF-induced calcium fluorescence. inhibition, % at 11.8 µM. actives 0.59% (n = 350,000);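 active means inhibition of the ligand-induced calcium signal above about 50% at the single tested concentration, limit read from the data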
# IMP-1 inh = IMP-1 metallo-beta-lactamase inhibitors, primary screen, biochemical, epi-absorbance readout, Pseudomonas aeruginosa enzyme; metallo-beta-lactamase IMP-1 (Pseudomonas aeruginosa); purified IMP-1, nitrocefin hydrolysis, epi-absorbance fluorescence; inhibition, % at 5.6 µM; actives 0.45% (n = 290,000); AID 1556, 2009;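 active means inhibition above the mean plus 3 SD of all compounds in the same screening run, cut at about 4.5% in these data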;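 further: 0% = IMP-1 with DMSO and 100% = DMSO wells lacking enzyme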
#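 System: purified recombinant IMP-1 beta-lactamase. Medium: Zinc- and detergent-supplemented HEPES buffer, pH 7.1. Compound: one 5.6 µM dose […]. Schedule: 15 min preincubation plus 25 min reaction at 25 °C. Technique: Epi-absorbance fluorescence, 480 nm excitation, 530 nm emission.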
# NS3 helicase inh = inhibitors of HCV NS3 helicase, primary screen, biochemical, Cy5 molecular beacon fluorescence. NS3 helicase DNA unwinding. inhibition, % at 10.9 µM. actives 0.56% (n = 290,000);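 active means inhibition above the mean of all tested compounds plus 3 SD, set per campaign, cut at about 35% in these data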;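 further: 0% = DMSO wells and 100% = thioflavine S control wells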
#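 Material: hepatitis C virus NS3 helicase domain fragment enzyme; measured by: Cy5 fluorescence, 0 and 60 min reads; control set: DMSO and thioflavine S; incubation: 60 min unwinding reaction at 25 °C after ATP addition; read-out basis: % inhibition from 60/0 min fluorescence ratio, DMSO 0%, thioflavine S 100%; repeats: singlicate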
# SUMO HTRF inh = inhibitors of in vitro SUMOylation cascade, primary screen, biochemical, HTRF, uHTS; actives 0.36% (n = 290,000); inhibition, % at 35 µM; AID 2006, 2009; SUMO-conjugating enzyme UBC9 (Homo sapiens), P63279; HTRF SUMOylation assay, SAE1/SAE2 + UBC9; in the data active means inhibition above about 50%, passing the limit was not always enough; further: strong numbers were not always called active
# Target sequence (P63279 whole entry, looked up): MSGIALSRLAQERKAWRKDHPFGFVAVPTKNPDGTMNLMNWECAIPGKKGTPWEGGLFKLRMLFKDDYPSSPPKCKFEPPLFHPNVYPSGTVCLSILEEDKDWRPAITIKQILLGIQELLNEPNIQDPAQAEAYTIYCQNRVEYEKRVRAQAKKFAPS
# VIM-2 inhibitor = VIM-2 metallo-beta-lactamase inhibitors, primary screen, biochemical, epi-absorbance readout, Pseudomonas aeruginosa enzyme. purified VIM-2, nitrocefin hydrolysis, epi-absorbance fluorescence. inhibition, % at 5.6 µM. actives 0.89% (n = 290,000);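 active means inhibition above the mean of all tested compounds plus 3 SD, cutoff set per screening run, cut at about 7.5% in these data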;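 further: red hydrolysis product quenches plate fluorescence so inhibitors raise well fluorescence; 0% = enzyme with DMSO and 100% = DMSO without enzyme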
# GalR3 antag = GalR3 antagonists in HEK293 cells, primary screen, cell-based, fluorescence readout | Galanin receptor type 3 (Homo sapiens), O60755 | HEK293 GalR3-CNG cAMP membrane potential fluorescence; galR3 body fused to GalR1 C-terminus | inhibition, % at 3 µM | actives 0.44% (n = 360,000);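 active means inhibition above the screen-wide average plus 3 SD, cut at about 13% in these data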;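 further: forskolin and galanin both at EC90 stimulate the cells; cAMP rise reported by CNG channel membrane potential dye signal; 0% = forskolin plus galanin with DMSO and 100% = forskolin alone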
# Target sequence (O60755 1-299 limits assumed): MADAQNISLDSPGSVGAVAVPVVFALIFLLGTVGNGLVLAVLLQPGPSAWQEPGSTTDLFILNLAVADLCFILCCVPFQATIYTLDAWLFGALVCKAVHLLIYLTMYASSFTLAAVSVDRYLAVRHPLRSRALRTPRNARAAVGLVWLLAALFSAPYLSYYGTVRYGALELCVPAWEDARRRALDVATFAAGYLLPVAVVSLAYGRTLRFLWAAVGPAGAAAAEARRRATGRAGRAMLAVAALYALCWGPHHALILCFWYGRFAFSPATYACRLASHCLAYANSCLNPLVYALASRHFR
# IDE act = human IDE activators in live cells, primary screen, fluorescence polarization, HEK cells, FAbeta-B substrate; AID 493087, 2011; FAbeta-B cleavage; 0% vehicle, 100% cell-free pure enzyme wells; activation, % at 5.96 µM; Insulin-degrading enzyme (Homo sapiens), P14735; actives 0.073% (n = 340,000);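 active means activation above the mean of all tested compounds plus 3 SD, set per screening campaign, cut at about 17% in these data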
# p-CIP stab down = p/CIP-EGFP fusion destabilizers, primary screen, fluorescence, F442A cells; 16 h; decrease of EGFP signal, % at 10 µM; Q05BA5; actives 0.01% (n = 290,000);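 active means EGFP signal decrease of at least 30% at 10 µM or well 3 SD below plate mean, unless failing retest; inactive means the rest, including hits failing retest or dose response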; further: some compounds called inactive have numbers as strong as hits; many of its hits are not listed in these tables
# The depositor's hits bear a star; x = not tested or not shown.
SMILES,IDE inh,CRFR2-BP antag,IMP-1 inh,NS3 helicase inh,SUMO HTRF inh,VIM-2 inhibitor,GalR3 antag,IDE act,p-CIP stab down
CCNCCOC(c1ccccc1)c1ccccc1,-1,7,-1.7,-11,4,-0.1,-6,0,0
Fc1ccc(/C=N/NC(=S)NCCc2ccccc2)cc1F,2,-20,-1.7,-3,-19,-4.3,-8,3,12
Nn1c(SCC(=O)NC2CCCc3ccccc32)nnc1C1CC1 (stereo not given),-3,6,x,x,x,x,-1,1,x
CCOc1ccc(CCNC(=O)CCc2c(C)nc3ncnn3c2C)cc1OCC,-7,-13,-0.7,-2,9,-3.5,2,2,-11
COc1ccccc1-c1nnc(NC(=O)c2ccc(S(=O)(=O)N3CCCC3)cc2)o1,3,0,-2.8,53*,0,-4.0,1,0,-14
Cn1c(SCC(=O)NNC(=O)Cc2ccccc2)nnc1-c1ccc(Cl)cc1,4,10,-3.0,-7,2,-2.3,-4,4,-8
COc1ccc(NC(=O)CN2C(=O)c3cccc4cccc2c34)cc1OC,2,9,-0.8,6,31,-0.6,1,3,-16
N/C(CC(=O)Nc1ccc(F)cc1)=N\O,8,0,-2.9,3,16,-0.9,0,4,4
CCOC(=O)c1cnc2c(C)c(Cl)ccc2c1NCCCN1CCOCC1,5,-5,-0.5,18,3,16*,-10,2,4
O=C1C(=O)c2ccccc2C(O)=C1CCCCl,10,16,-0.8,15,69,5.3,x,6,9
CCCn1c(N)c(N(CCOC)C(=O)CSc2ccccc2)c(=O)[nH]c1=O,0,-5,x,x,x,x,-2,-3,x
O=C(Nc1cccc([N+](=O)[O-])c1)c1cccc(C(=O)Nc2cccc([N+](=O)[O-])c2)c1,4,9,8.7*,-12,25,-0.6,-6,-1,0
O=C(CSc1ncccn1)Nc1ccc(Cl)c(S(=O)(=O)N2CCOCC2)c1,3,10,x,x,x,x,2,1,x
CC1(C)CC(=O)c2cc(C(=O)N3CCCC(C)(C)C3)c(=O)n(-c3ccccc3)c2C1,-1,-6,-3.2,-2,10,-1.6,0,3,9
O=C(Cc1cccs1)Nc1ccc(NC(=O)c2ccco2)cc1,3,-1,-1.4,0,3,-1.5,-2,3,2
O=C(Nc1nnc(C2CC2)s1)c1ccccn1,-3,-5,-3.2,8,-14,-4.7,-7,4,-11
CC1=C(C(=O)NC2CCCc3c2cnn3-c2ccc(F)cc2F)OCCO1 (stereo not given),0,3,-2.0,4,x,-0.5,-1,7,-2
N#Cc1sc2nc(-c3ccccc3)cc(-c3ccco3)c2c1N,-2,-8,-2.7,34,88,-4.4,-2,-5,-10
COc1cc(OC)c(S(=O)(=O)Nc2ccccc2NC(=O)CN2CCOCC2)cc1NC(C)=O,-4,8,-2.8,6,-2,-2.6,-3,2,-2
Cc1cccc(N2CC(C(=O)Nc3ccc(S(=O)(=O)N4CCOCC4)cc3)CC2=O)c1 (stereo not given),6,-21,-4.3,2,2,-2.4,2,-13,-1
O=C(CNC(=O)c1ccc(F)cc1)N/N=C/c1cc(Br)ccc1OCc1ccccc1,5,-12,-4.1,8,-20,-1.2,-4,1,-4
CCCCC(=O)N/N=C/c1ccc(-c2ccc([N+](=O)[O-])cc2)o1,5,-17,1.1,-1,16,-2.4,0,2,-17
COc1ccc(-c2nn(-c3ccccc3)cc2/C=C/C(=O)N2CCN(c3ccccn3)CC2)cc1,8,0,-0.7,-23,-12,-1.8,0,-7,-1
CCC1C(C#N)=C(SCC(N)=O)NC2=C1C(=O)CC(C)(C)C2 (stereo not given),1,1,-3.0,12,19,-3.9,-2,x,-1
O=C(NC1CC2CCCC(C1)N2C(=O)Nc1ccccc1F)C1CC1 (stereo not given),1,9,-3.0,2,-2,-2.8,-8,8,-7

# Structures listed so far printed as active in NS3 helicase inh:
SMILES,IDE inh,CRFR2-BP antag,IMP-1 inh,NS3 helicase inh,SUMO HTRF inh,VIM-2 inhibitor,GalR3 antag,IDE act,p-CIP stab down
COc1ccccc1-c1nnc(NC(=O)c2ccc(S(=O)(=O)N3CCCC3)cc2)o1,3,0,-2.8,53*,0,-4.0,1,0,-14

# Single entries from the entries so far.
# `O=C(Nc1nnc(C2CC2)s1)c1ccccn1` – VIM-2 inhibitor = -4.7
# `CCCCC(=O)N/N=C/c1ccc(-c2ccc([N+](=O)[O-])cc2)o1` – IDE inh = 5
# `COc1ccccc1-c1nnc(NC(=O)c2ccc(S(=O)(=O)N3CCCC3)cc2)o1` – IDE inh = 3

# (more compounds)
SMILES,IDE inh,CRFR2-BP antag,IMP-1 inh,NS3 helicase inh,SUMO HTRF inh,VIM-2 inhibitor,GalR3 antag,IDE act,p-CIP stab down
Cc1cccc(OCC(O)CN2CCN(S(=O)(=O)c3ccc(C)cc3C)CC2)c1 (stereo not given),0,2,-1.0,-19,-12,2.6,-8,1,2
Fc1ccc(-c2ccc(NCCN3CCOCC3)nn2)cc1,3,20,-1.0,8,2,-2.5,-10,5,4
COc1ccc(C(=O)Nc2ccc(-n3nncc3C(C)(C)C)cc2)cc1,-1,1,-2.8,-2,8,-0.8,-1,2,4
O=S(=O)(NCC1COc2ccccc2O1)c1ccc2ccccc2c1 (stereo not given),-1,11,-2.2,-17,9,-3.4,-2,7,-1
CC1CC(C)CN(S(=O)(=O)c2cc(C(=O)O)c(Cl)s2)C1 (stereo not given),-3,1,-1.9,-7,4,-1.7,4,-3,-2
COc1ccc(OC)c(Cc2nnc(CCC(=O)N3CCN(C4CCCC4)CC3)o2)c1,-1,13,0.2,20,-13,2.0,-2,1,5
CS(=O)(=O)Nc1ccc(C2=NN(C(=O)c3ccco3)C(c3ccccc3F)C2)cc1 (stereo not given),0,-19,-1.8,-14,-6,0.1,-3,1,-2
Cc1cccc(NC(=O)NCC2CCN(c3ccc(S(=O)(=O)N4CCOCC4)cc3)CC2)c1,-4,6,-2.7,0,14,1.4,-6,4,-6
COC(=O)c1c(NC(=O)COC(=O)[C@@H](NS(=O)(=O)c2cccc(Cl)c2)C(C)C)sc2c1CCC2,2,-8,-3.4,18,-6,-1.5,1,7,-5
O=C(COc1ccc(Cl)cc1)Nc1cc(NC(=O)COc2ccc(Cl)cc2)cc(C(=O)O)c1,0,8,-2.4,17,10,-0.8,-10,5,-8
COc1cc(/C=C2\SC(=Nc3ccc(O)cc3)NC2=O)cc(OC)c1O,128*,-25,-4.9,-6,13,5.1,2,-65,-130
CN(C)C(=O)c1cc(C(=O)c2ccccc2Br)c[nH]1,8,3,-2.4,5,15,-0.3,-1,-1,7
CN(C)S(=O)(=O)c1cccc(C(=O)NCCNC(=O)c2cccc(S(=O)(=O)N(C)C)c2)c1,0,3,-2.6,6,5,-1.2,-8,1,-6
COC(=O)Oc1ccc(/C=N/NS(=O)(=O)c2ccccc2)cc1OC,2,3,0.6,-2,0,-2.9,-9,0,1
CCCSc1nnc(NC(=O)CCc2ccccc2)s1,-4,-5,-4.8,19,-1,-2.1,0,9,-3
CCOC(=O)C1(Cc2cccc(Cl)c2)CCCN(C(=O)CCNC(C)=O)C1 (stereo not given),x,-2,-2.6,-1,3,-1.3,-8,-5,3
CCCn1c(=O)[nH]c(=O)c2c1nc(-c1ccc(OC(F)F)cc1)n2CCN1CCOCC1,6,9,-1.6,-4,3,0.0,-2,-1,5
O=C(NCc1ccccn1)c1cccc(NS(=O)(=O)c2cccc(Cl)c2)c1,2,1,-1.7,2,2,-3.0,4,2,0
N/C(=N\OC(=O)CN1C(=O)c2ccccc2C1=O)c1ccc(Cl)cc1,-1,-5,-3.0,5,3,-3.0,-3,3,-11
Cc1cc(C)cc(Oc2nc3c(C)cccn3c(=O)c2/C=C(\C#N)C(=O)NC2CCS(=O)(=O)C2)c1 (stereo not given),0,-41,0.9,6,3,2.9,2,6,1
CCOc1ccccc1C(=O)Nc1nncs1,5,-9,-1.1,2,23,0.1,-2,3,-12
O=C(CSc1nc2ccccc2s1)Nn1cnnc1,4,8,-0.8,1,4,-3.7,0,3,-9
Cc1[nH]n(-c2ccccc2)c(=O)c1C(c1cccc([N+](=O)[O-])c1O)c1c(C)[nH]n(-c2ccccc2)c1=O,5,40,-1.9,13,62*,-2.7,-3,6,0
CN1CCN(C(=O)c2cc(C(C)(C)C)cc(C(C)(C)C)c2)CC1,-5,-17,-0.8,-11,4,-0.8,-1,2,-7
COc1ccc(N2CCN(C(=O)c3cc(=O)c4cc(C)ccc4o3)CC2)cc1,12,1,-2.7,2,7,-1.1,-8,-4,-8
CCOC(=O)C1CCN(c2c(C(=O)c3ccccc3)cnc3ccc(CC)cc23)CC1,6,19,-1.4,-24,19,-0.7,x,-8,6
CC1=C(C(N)=O)C(c2ccccn2)n2nc(SCc3ccccc3)nc2N1 (stereo not given),5,-9,-2.8,3,17,-3.8,-4,-1,1
Cc1ccc(C(C)C)c(OCc2nnc(SCC(=O)Nc3ncc(C)s3)n2C)c1,-4,-3,-3.2,4,-5,-0.1,-4,1,-12

# No new results follow: seven of the compounds above.
SMILES,IDE inh,CRFR2-BP antag,IMP-1 inh,NS3 helicase inh,SUMO HTRF inh,VIM-2 inhibitor,GalR3 antag,IDE act,p-CIP stab down
O=C(CSc1nc2ccccc2s1)Nn1cnnc1,4,8,-0.8,1,4,-3.7,0,3,-9
Cc1[nH]n(-c2ccccc2)c(=O)c1C(c1cccc([N+](=O)[O-])c1O)c1c(C)[nH]n(-c2ccccc2)c1=O,5,40,-1.9,13,62*,-2.7,-3,6,0
CN1CCN(C(=O)c2cc(C(C)(C)C)cc(C(C)(C)C)c2)CC1,-5,-17,-0.8,-11,4,-0.8,-1,2,-7
COc1ccc(N2CCN(C(=O)c3cc(=O)c4cc(C)ccc4o3)CC2)cc1,12,1,-2.7,2,7,-1.1,-8,-4,-8
CCOC(=O)C1CCN(c2c(C(=O)c3ccccc3)cnc3ccc(CC)cc23)CC1,6,19,-1.4,-24,19,-0.7,x,-8,6
CC1=C(C(N)=O)C(c2ccccn2)n2nc(SCc3ccccc3)nc2N1 (stereo not given),5,-9,-2.8,3,17,-3.8,-4,-1,1
Cc1ccc(C(C)C)c(OCc2nnc(SCC(=O)Nc3ncc(C)s3)n2C)c1,-4,-3,-3.2,4,-5,-0.1,-4,1,-12

# Outcome played no part in choosing rows; 3.2% or so of the library scored in one or more.
